TRHR agonist: TRH receptor (human) agonism; P34981; TRHR cells, calcium flux fluo-8, FDSS agonist mode; activation, % at 2 µM; 360,000 compounds, 0.18% hits; AID 493084; in the data active means activation above about 30%; further: 0% is about no effect
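In this calcium-flux screen, cells bearing human TRHR are dye-loaded with fluo-8, baselined for 10 cycles, then exposed to library compounds; positive kinetic calcium responses during the agonist phase mark hits, with TRH as control.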
IDH1 R132H inh: blocks human mutant IDH1 R132H enzyme; O75874; IDH1-R132H enzyme, NADPH consumption, diaphorase/resazurin fluorescence; Potency, µM (highest dose often 76.6 µM), for inactives: at the highest dose activity change, negative = inhibition, actives largely listed as inhibitors; 390,000 compounds, 0.093% hits; further: potency means the concentration at half of the fitted maximal effect; on the % scale 0 is the no-effect control and ±100 the full control effect; nearly all actives have a fitted effect of over 65% in size
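IDH1-R132H (0.5 ug/mL) preincubated 30 min with compound, then NADPH (0.016 mM) and alpha-KG (2 mM) added; 80 min at RT, pH 7.5. Remaining NADPH coupled via diaphorase/resazurin to fluorescence (540/590 nm); concentration-response curves normalized to no-enzyme control.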
PI4K2A block: PI4K2A (human) kinase inhibition; Q9BTU6; purified PI4K2A, ADP-Glo luminescence, 1 h; stronger effect = lower value; activity change, negative = inhibition, % at 76.9 µM; 420,000 compounds, 0.13% hits; AID 1346378; in the data active means activity change below about -50%; inconclusive means mostly about -30% to -49%;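 further: -100% = wells without enzyme as full effect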
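Compounds are screened against recombinant PI4K2A using PI as substrate and ATP, the latter dispensed at 300 microM. Reactions run one hour at ambient temperature before ADP-Glo detection; full inhibition defined by wells lacking enzyme.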
D2 agonist: agonists of human D2 dopamine receptor. HEK293 T-REx D2 cells, calcium flux agonist mode. P14416. activation, % at 2 µM. AID 485358. 340,000 compounds, 0.53% hits;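 active means activation over 3 SD above normal in the single-dose calcium agonist read, cut at about 30% in these data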; further: 0% is about no effect
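In this primary screen, compounds producing a positive calcium signal within 180 s of addition to tetracycline-induced, force-coupled HEK293 Trex D2 cells are flagged; cells are dye-loaded with a no-wash calcium kit beforehand.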
TrxR1 substrate: substrates of rat thioredoxin reductase 1; O89049; purified TrxR1 substrate turnover, NADPH consumption readout; Potency, µM (titrated, usually from 114 µM), without a hit: top-dose activity change, negative = substrate turnover; 390,000 compounds, 0.01% hits; further: potency means the concentration at half of the fitted maximal effect; on the % scale 0 is the no-effect control and ±100 the full control effect; nearly all actives have a fitted effect of over 50% in size
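Rat TrxR1, dispensed at 90 nM, was prereduced with 400 uM NADPH (final) for 5 min at ~22 deg C, then incubated with compound 15 min before 400 uM selenite. A first-read NADPH fluorescence drop versus no-compound background flagged substrates.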
D2 antag: antagonizes the human D2 dopamine receptor. HEK293 TREx D2 cells, calcium flux, dopamine EC80. inhibition, % at 10 µM. 340,000 compounds, 2% hits. AID 485344; in the data active means inhibition above about 30%; further: 0% is about no effect
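HEK293 T-REx D2 cells, tet-induced, calcium dye no-wash. Cpd pintool add, 180 s kinetic, then EC80 DA, 180 s kinetic. Ca flux read.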
rTrxR1 inhibitor: rat TrxR1 inhibition | O89049 | recombinant rTrxR1, NADPH fluorescence consumption, selenite substrate | Potency, µM (series often up to 114 µM), without a hit: at the highest dose activity change, negative = inhibition, actives largely listed as inhibitors | 390,000 compounds, 1% hits | AID 588453; further: potency means the concentration at half of the fitted maximal effect; on the % scale 0 is the no-effect control and ±100 the full control effect; nearly all actives have a fitted effect of over 65% in size
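Rat TrxR1 (90 nM in the dispensed reagent) was pre-reduced with 400 uM NADPH for 5 min at room temperature, then incubated with compound for 15 min. After 400 uM selenite was added, NADPH fluorescence (Ex 340/Em 450 nm) was followed for 8 min.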
TRHR enhancer: TRH receptor (human) allosteric enhancement. TRHR cells, fluo-8 calcium fluorescence, EC20 TRH enhancement. P34981. 360,000 compounds, 0.66% hits. enhancement, % at 2 µM; in the data active means enhancement above about 30%; further: 0% is about no effect
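TRHR-expressing cells loaded with fluo-8 calcium dye were read kinetically (ex 480/em 530) during compound addition, then stimulated with an EC20 of TRH (10 nM final). Enhancement of the Gq-mediated intracellular calcium response was scored.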
USP1 inh: blocks the human USP1/UAF1 deubiquitinase complex | O94782 | recombinant USP1/UAF1, Ub-Rhodamine cleavage fluorescence | Potency, µM (doses to about 57.1 µM), without a hit: at the highest dose activity change, negative = inhibition, actives largely listed as inhibitors | 390,000 compounds, 0.23% hits | AID 743255; further: potency means the concentration at half of the fitted maximal effect; on the % scale 0 is the no-effect control and ±100 the full control effect; nearly all actives have a fitted effect of over 60% in size; inactives centre near -12
Target sequence (O94782 whole entry, looked up): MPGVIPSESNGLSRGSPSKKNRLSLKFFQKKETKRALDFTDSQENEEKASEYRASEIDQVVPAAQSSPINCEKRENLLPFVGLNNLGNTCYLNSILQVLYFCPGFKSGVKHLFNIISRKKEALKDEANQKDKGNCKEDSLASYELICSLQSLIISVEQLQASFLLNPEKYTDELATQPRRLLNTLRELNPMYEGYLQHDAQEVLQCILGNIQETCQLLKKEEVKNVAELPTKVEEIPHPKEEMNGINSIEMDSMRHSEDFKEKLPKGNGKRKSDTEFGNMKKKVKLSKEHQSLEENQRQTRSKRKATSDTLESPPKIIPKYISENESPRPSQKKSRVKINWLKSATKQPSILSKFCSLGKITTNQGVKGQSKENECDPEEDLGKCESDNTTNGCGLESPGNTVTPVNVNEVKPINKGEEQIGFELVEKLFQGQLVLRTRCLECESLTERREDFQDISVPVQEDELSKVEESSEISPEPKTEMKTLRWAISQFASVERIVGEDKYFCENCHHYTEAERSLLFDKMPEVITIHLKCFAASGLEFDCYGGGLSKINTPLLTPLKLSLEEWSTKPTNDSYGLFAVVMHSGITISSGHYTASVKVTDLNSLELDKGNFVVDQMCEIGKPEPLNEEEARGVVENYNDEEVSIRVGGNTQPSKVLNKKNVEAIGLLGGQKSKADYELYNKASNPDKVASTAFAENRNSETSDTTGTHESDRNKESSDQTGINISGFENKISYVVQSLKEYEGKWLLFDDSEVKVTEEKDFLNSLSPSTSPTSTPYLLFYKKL
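Step one: compound is pinned into 1nM USP1/UAF1 in HEPES pH 7.8 buffer with TCEP. Step two: 15 min room-temperature incubation. Step three: Ub-Rho (150nM final) starts cleavage, tracked by fluorescence over six one-minute reads.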
Starred values were filed as active, the others as inactive; ? = inconclusive; · = not tested or not shown; & = joins results of further samples; [ ] = another dose, or the depositor's remark. Unless noted, the call rests on the fitted dose curve; in most records, active means well fitted inhibition curve with a large enough effect; inconclusive means small, poorly fitted or top-dose-only effect; inactive means no such curve, though single readings can be large or run the other way.

SMILES	TRHR agonist	IDH1 R132H inh	PI4K2A block	D2 agonist	TrxR1 substrate	D2 antag	rTrxR1 inhibitor	TRHR enhancer	USP1 inh
COc1ccc(CCNC(=O)c2cc3c(=O)n4ccccc4nc3n2C)cc1	0.1	-4%	-8	0.1	289%[activator]	·	?	2	-18%
CCOC(=O)Cc1nnc(NC(=O)COc2ccc(OC)cc2)s1	-0.6	0%	-9	-0.2	-1%	-1	-1%	-5	-12%
CCOc1ccc(N(CC(=O)NCc2ccc(OC)cc2)S(=O)(=O)c2c(C)noc2C)cc1	0.7	-2%	-2	1.0	-6%	24	-5%	-1	-13%
O=C(Cn1nc(C(=O)O)c2ccccc2c1=O)Nc1ccc(F)cc1	-1.0	-3%	0	·	3%	·	-8%	15	-18%
COc1ccccc1CNC(=O)CNCCc1ccc(OC)c(OC)c1	0.2	1%	-17	-0.4	9%	-17	-22%	0	-25%
CCCNc1nc2c(c(=O)[nH]c(=O)n2C)n1CCC(C)C	-0.5	2%	-16	-0.8	-2%	-2	5%	1	-7%
CCOc1ccc(NC(=O)N(CC(C)C)CC(C)C)cc1	-0.6	0%	7	-0.8	-6%	-3	-6%	-8	-3%
Cc1cccc(N2CCN(C(=O)c3noc4c3COc3ccc(C)cc3-4)CC2C)c1 (configuration not stated)	0.4&0.4	-3%&10%	-4&0	0.1&-0.6	-1%[57.1 µM]	-7	3%[57.1 µM]	1&-4	-16%&-12%
COc1ccc(CNC(=O)CN2C(=O)NC(C)(c3cccc4ccccc34)C2=O)cc1OC (configuration not stated)	0.1	10%	2	-0.8	4%	-6	27%	-6	-4%
O=C(Nc1ccc(N2CCOCC2)cc1)Nc1ccc2nc(-c3ccco3)c(-c3ccco3)nc2c1	0.0	3%	-4	0.3	-8%	3	-21%	-3	-13%

Taken from above.
`COc1ccccc1CNC(=O)CNCCc1ccc(OC)c(OC)c1` @ D2 agonist: -0.4
`COc1ccc(CNC(=O)CN2C(=O)NC(C)(c3cccc4ccccc34)C2=O)cc1OC` (configuration not stated) @ USP1 inh: -4%
`O=C(Cn1nc(C(=O)O)c2ccccc2c1=O)Nc1ccc(F)cc1` @ PI4K2A block: 0
`CCCNc1nc2c(c(=O)[nH]c(=O)n2C)n1CCC(C)C` @ D2 antag: -2

Later entries:
SMILES	TRHR agonist	IDH1 R132H inh	PI4K2A block	D2 agonist	TrxR1 substrate	D2 antag	rTrxR1 inhibitor	TRHR enhancer	USP1 inh
CCN(CC)C(CNC(=O)c1cc(=O)[nH]c2ccccc12)c1ccccc1Cl (configuration not stated)	0.6	3%	4	-0.5	11%	14	9%	2	-16%
Cc1ccccc1NC(=O)c1c(C)oc2ccc(O)c(CN3CCCC(C)C3)c12 (configuration not stated)	-0.4	15%	-2	-0.8	4%	·	16%	-6	-26%
COc1cc(C(=O)Nc2ccccc2OCc2cc(=O)n3cc(C)sc3n2)cc(OC)c1OC	-0.7	13%	-4	-0.7	0%	·	8%	3	-18%
Cc1ccccc1Nc1nnc(SCC(=O)N(C)C2CCS(=O)(=O)C2)s1 (configuration not stated)	-0.4	7%	-11	-0.6	15%[57.1 µM]	4	15%[57.1 µM]	-7	-14%
CCCCC(c1nnnn1C1CCCC1)N1CCN(C2CCCC2)CC1 (configuration not stated)	-0.9	1%	-1	0.3	-8%[57.1 µM]	5	14%[57.1 µM]	0	-25%
Cc1cc(C)cc(NC(=O)CN2C(=O)c3ccccc3C2=O)c1	-0.7	4%	3	-1.6	4%	17	12%[57.1 µM]	6	-15%
COCCNC(=S)N1CCC(Cc2ccccc2)CC1	-0.6	1%	-3	1.0	15%[0.0914 µM]	12	14%	-3	-14%
Cc1ccc(NC(=O)COC(=O)Cc2c[nH]c3ccccc23)cc1F	0.1	7%	0	-1.2	-9%	18	?	8	-9%
COCc1cc(N2CCCC2)nc(-c2ccccc2)n1	0.5	2%	3	1.2	13%	6	14%[57.1 µM]	4	-7%
Cc1onc(-c2ccccc2Cl)c1C(=O)Oc1ccc(Cl)cc1Cl	0.2	-6%	0	0.7	-1%[57.1 µM]	·	15%[57.1 µM]	2	-2%

Ordered by SMILES length (ascending): part of the list above.
SMILES	TRHR agonist	IDH1 R132H inh	PI4K2A block	D2 agonist	TrxR1 substrate	D2 antag	rTrxR1 inhibitor	TRHR enhancer	USP1 inh
CCOC(=O)Cc1nnc(NC(=O)COc2ccc(OC)cc2)s1	-0.6	0%	-9	-0.2	-1%	-1	-1%	-5	-12%
O=C(Cn1nc(C(=O)O)c2ccccc2c1=O)Nc1ccc(F)cc1	-1.0	-3%	0	·	3%	·	-8%	15	-18%
Cc1ccccc1NC(=O)c1c(C)oc2ccc(O)c(CN3CCCC(C)C3)c12 (configuration not stated)	-0.4	15%	-2	-0.8	4%	·	16%	-6	-26%

Later entries:
SMILES	TRHR agonist	IDH1 R132H inh	PI4K2A block	D2 agonist	TrxR1 substrate	D2 antag	rTrxR1 inhibitor	TRHR enhancer	USP1 inh
O=C(CC12CC3CC(CC(C3)C1)C2)NCc1ccccc1	-0.7	7%	1	0.0	13%	-3	19%	5	-3%
CCc1ccc(/C=N\NC(=O)c2ccc(Br)o2)s1	-1.5	11%	-3	-2.9	-11%	-29	-13%	15	-8%
CCN(C[C@H]1N[C@@](Cc2ccccc2)(C(=O)OC)[C@H]2C(=O)N(Cc3ccccc3)C(=O)[C@@H]12)C(=O)Nc1ccc(F)cc1	·	-1%[38.3 µM]	3	·	1%	·	23%	·	?
O=C(CSc1ccc2nc(-c3ccccc3)cn2n1)NCC1CCCO1 (configuration not stated)	-0.2	16%	1	-0.3	252%[activator]	4	32%	-3	?
Cn1c(NC(=O)CC2CCCCC2)cc(=O)n(C)c1=O	-0.1	1%	-5	-2.8	0%	14	10%	-4	0%
CC(C)C1CC(C(F)(F)F)n2nc(C(=O)O)cc2N1 (configuration not stated)	0.1	7%	-1	-0.3	1%[57.1 µM]	3	14%[57.1 µM]	6	-9%
O=C(NCCc1ccccc1F)C1CCC(=O)N(Cc2ccccc2F)C1 (configuration not stated)	-0.3	10%	-2	-2.3	5%[57.1 µM]	6	17%[57.1 µM]	-8	-10%
COC(=O)C1=C(O)/C(=C\c2ccc(CNC(=O)C(=O)Nc3ccc(C)c(C)c3)o2)N=C1C	0.2	2%	-2	-0.2	6%[57.1 µM]	-4	?	6	-2%
CCc1ccc(C(=O)C(C)OC(=O)C2COc3ccccc3O2)cc1 (configuration not stated)	-0.4	-2%	-8	0.3	-12%	-3	-3%	-2	-25%
Cc1cc(Br)ccc1NC(=O)CN(C)C(=O)c1ccc(-n2cncn2)c([N+](=O)[O-])c1	0.4	-4%	-4	-0.6	-1%	-27	6%	3	0%
CC(=O)Nc1c(C)nn(-c2ccccc2)c1N1CCC(C(=O)Nc2ccc(F)cc2Cl)CC1	0.0	7%	0	0.5	2%[57.1 µM]	·	12%[57.1 µM]	-2	-24%
COc1ccccc1N1CCN(C(=O)c2oc3ccccc3c2N)CC1	-0.3	-9%	1	-0.3	-4%	·	-5%	0	-29%
Cc1ccc(NS(=O)(=O)c2ccc3c(c2)oc(=O)n3C)cc1F	0.7	3%	-5	-0.7	8%[57.1 µM]	-19	23%[57.1 µM]	-4	-11%
CCc1cccc2c(C(=S)N3CCOCC3)c[nH]c12	0.3	-4%	2	-0.2	-6%	-3	-9%	0	?
Cc1nc(/C(N)=N/OC(=O)c2cccc(Cl)c2)c(C(F)(F)F)o1	-0.1	-1%	-2	0.3	7%	-1	41%[activator]	-1	-29%
COCCCNC(=S)N(CCCO)Cc1cc2cc3c(cc2[nH]c1=O)OCCO3	0.0	2%	-1	-0.1	43%	16	2%[57.1 µM]	1	-16%
CCN(C(=O)COC(=O)c1c(C)noc1C)C1CCS(=O)(=O)C1 (configuration not stated)	0.6	-3%	-3	6.7	2%	-4	10%	-1	?
CCc1c(C)nc2cc(-c3cccs3)[nH]n2c1=O	0.3	3%	-5	·	46%[activator]	·	-1%	-5	-21%
COc1cc(NC(C)CCCN)c2ncccc2c1 (configuration not stated)	-1.4	0%	?	0.1	0%	-8	?	-1	?
CC(NC(=O)[C@H](C)NC(=O)C1CC(=O)N(c2ccc3c(c2)OCO3)C1)c1ccccc1 (some centres not stated)	-1.0	-3%	-2	-1.2	3%	-10	24%	5	-10%
CN(C)C=NC(=O)c1cn(-c2ccc(F)cc2)c(=O)c2ccccc12	0.3	8%	4	0.3	0%	-4	16%	-5	-16%
Cn1c(CO)cnc1-c1ccccc1	2.5	2%	5	1.0	-12%	-13	5%[2.29 µM]	3	-21%
CC(OC(=O)C1=Cc2ccccc2OC1)C(=O)NCC1CCCO1 (configuration not stated)	·	?	-4	·	-2%	·	-11%	·	-13%
COc1ccccc1CNc1ccc2c(c1)CCC2	0.0	-6%	-3	1.7	2%	-1	-2%	-2	-20%
CC(C)c1nnc(NC(=O)CCN2C(=O)c3ccccc3C2=O)s1	0.0	-2%	-1	0.2	11%	20	14%	1	-1%
NC(=O)C1CCN(c2nc(-c3ccccc3Br)cs2)CC1	-0.1	·	1	·	1%	·	2%	0	·
COc1ccc(/C=C/c2ccc3cccc(O)c3n2)cc1Br	1.9	7%	0	0.9	1%	1	8%	2	-3%
Cc1ccccc1-n1c(SCC(=O)NCc2cccs2)nnc1-c1ccncc1	-0.7	17%	-7	0.3	2%	-3	1%	15	-19%
CC(C)[C@H]1COCCS(=O)(=O)N1Cc1ccccc1-c1ccc(C(C)(C)C)cc1	·	12%	-8	·	1%	·	23%	·	-30%
c1cnc(Oc2ccc3oc4ccccc4c3c2)nc1	-0.2	1%	6	-1.4	-11%	-6	-9%	1	3%
CC(C)n1cc(/C=N/Nc2ccc(Cl)c(C(=O)O)c2)c2ccccc21	0.7	·	·	0.6	·	-6	·	-1	·
O=C(CN1C(=O)NC2(CCCC2)C1=O)Nc1nc2ccccc2s1	-0.8	7%	3	0.7	0%	7	9%	12	-19%
Cc1ccc(-c2noc(CN(C(=O)c3ccc(C(C)(C)C)cc3)C(C)C)n2)cc1	0.5	-1%	1	·	-6%	·	28%	-7	-29%

Screening results: PubChem, National Center for Advancing Translational Sciences (NCATS)
